# Screens deposited in PubChem BioAssay by The Scripps Research Institute Molecular Screening Center.
# V1aR counter: agonists of human V1a receptor, primary screen, counter-screen for OXTR agonist project, fluorescence, CHO-V1R cells. Fluo-8 calcium fluorescence, agonist mode; 0% DMSO, 100% 3 nM vasopressin. Vasopressin V1a receptor (Homo sapiens), P37288. hit rate 0.25% among 320,000. activation, % at 3 µM. AID 2797, 2010;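 active means activation above the mean activation of all tested compounds plus 3 SD, per screening run, cut at about 20% in these data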;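 further: signal is peak over basal fluorescence ratio across a 100 second FLIPR read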
# Target sequence (P37288 whole entry, looked up): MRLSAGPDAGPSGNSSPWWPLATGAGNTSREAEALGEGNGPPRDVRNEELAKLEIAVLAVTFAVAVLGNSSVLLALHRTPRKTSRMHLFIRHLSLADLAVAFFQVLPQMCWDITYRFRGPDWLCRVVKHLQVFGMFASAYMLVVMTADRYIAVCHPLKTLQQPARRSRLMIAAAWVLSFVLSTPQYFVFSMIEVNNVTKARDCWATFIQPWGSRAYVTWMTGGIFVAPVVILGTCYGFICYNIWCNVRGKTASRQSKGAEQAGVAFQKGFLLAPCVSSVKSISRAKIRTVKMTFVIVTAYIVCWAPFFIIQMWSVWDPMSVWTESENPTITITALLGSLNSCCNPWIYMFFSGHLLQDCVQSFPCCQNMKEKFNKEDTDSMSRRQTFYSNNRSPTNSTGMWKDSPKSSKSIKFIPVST
# TAAR1 antag: human TAAR1 antagonists, primary screen, Fluo-8 calcium fluorescence, CHO RD-HGA16 cells | hit rate 1.5% among 360,000 | inhibition, % at 3 µM | Trace amine-associated receptor 1 (Homo sapiens), Q96RJ0 | antagonist;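 active means inhibition above a per-plate cutoff, the mean inhibition of test compounds on that plate plus 3 SD, cut at about 49% in these data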;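 further: 0% = DMSO plus EC80 beta-PEA response and 100% = DMSO alone without agonist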
#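 Test system: CHO RD-HGA16 cells bearing hTAAR1 | Reagent: β-PEA, EC80 | Compound dosing: 3 µM, single point | Schedule: Dye loading 75 min at 37 °C, then 30 min room temperature | Signal: Calcium fluorescence with Fluo-8 | Evaluation: Percent inhibition of PEA-evoked calcium signal, max/basal emission ratio | Control set: DMSO-only wells and EC80 β-PEA-stimulated wells | Repeats: Singlicate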
# M1 PAM parental: nonselective calcium activators in parental CHO-K1 cells, primary screen, counter-screen for M1 PAM project, cell-based, Fluo-8 calcium fluorescence, full deck, 1536-well; ATP EC20; 0% at ATP EC20, 100% at ATP max; activation, % at 3 µM; hit rate 0.02% among 360,000; AID 602247, 2012;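 active means activation above the run cutoff, the mean activation of all test compounds plus 3 SD, cut at about 40% in these data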;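 further: peak over basal fluorescence ratio in a 140 s read after ATP addition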
# CHO parental Ca: ATP-evoked calcium signal inhibitors, parental CHO, primary screen, counter-screen for OX1R antagonist project, cell-based, fluorescence, Fluo-8 calcium dye | AID 463079, 2010 | hit rate 0.63% among 330,000 | parental CHO-K1, ATP-induced calcium, Fluo-8 fluorescence | inhibition, % at 5.6 µM;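 active means inhibition above that plate's mean sample inhibition plus 3 SD, cut at about 26% in these data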;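 further: 0% = ATP-challenged DMSO wells and 100% = DMSO wells without ATP; some compounds past the cut are filed as inactive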
#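 Material: Parental CHO cells | Reagent: ATP | Compound dosing: Single nominal dose of 5.6 µM per compound | Detection: Intracellular calcium via Fluo-8 no-wash fluorescent dye | Read-out: % inhibition of ATP-induced calcium mobilization | Benchmarks: Low control ATP plus DMSO, high control DMSO only | Replicates: Singlicate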
# TAAR1 ag: human TAAR1 agonists, primary screen, Fluo-8 calcium fluorescence, CHO RD-HGA16 cells. hit rate 0.99% among 360,000. activation, % at 3 µM. vehicle wells 0%, saturating PEA agonist 100%. Trace amine-associated receptor 1 (Homo sapiens), Q96RJ0;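 active means activation above the mean activation of all test compounds in the run plus 3 SD, cut at about 38% in these data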
#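 System: CHO-derived RD-HGA16 cells with stable Gα16 and human TAAR1. Times: 17-24 h plating, Fluo-8 75 min 37 °C, 30 min RT. Measured by: calcium-sensitive Fluo-8 signal, excitation 470-495, emission 515-575 nm. Read-out basis: % activation relative to PEA EC100 response. Control set: DMSO and PEA EC100. Repeats: no replicates (n 1).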
# OXTR potentiator: human OXTR potentiators, primary screen, fluorescence, CHO-OTR cells, Fluo-8 calcium; hit rate 0.061% among 320,000; Fluo-8 calcium fluorescence, potentiator mode; 0% = oxytocin EC15, 100% = EC100; Oxytocin receptor (Homo sapiens), P30559; activation, % at 3 µM;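 active means activation above that plate's cutoff, the mean activation of tested compounds plus 3 SD, cut at about 6.6% in these data, passing the limit was not always enough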;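 further: 100% uses oxytocin at 75 nM as the full agonist control; some results filed as inactive read as strong as hits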
# Target sequence (P30559 whole entry, looked up): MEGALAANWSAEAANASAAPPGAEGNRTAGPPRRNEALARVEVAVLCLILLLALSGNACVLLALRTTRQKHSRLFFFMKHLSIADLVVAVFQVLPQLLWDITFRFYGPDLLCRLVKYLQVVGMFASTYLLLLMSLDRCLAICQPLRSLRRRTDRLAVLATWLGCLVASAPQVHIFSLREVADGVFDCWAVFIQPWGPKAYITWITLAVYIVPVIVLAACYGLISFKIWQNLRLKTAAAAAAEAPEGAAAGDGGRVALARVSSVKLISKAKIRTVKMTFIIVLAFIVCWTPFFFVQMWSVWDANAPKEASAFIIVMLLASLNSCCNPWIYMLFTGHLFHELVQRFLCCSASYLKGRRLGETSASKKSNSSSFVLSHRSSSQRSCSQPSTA
#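 System: human OTR in CHO cells / Also added: sub-maximal oxytocin, roughly EC15 / Control set: EC15 oxytocin low, 75 nM oxytocin high / Schedule: 6 min compound pre-incubation at room temperature, 100 s kinetic read / Compound: single-point 3.0 µM / Replication: singlicate / Technique: Fluo-8 calcium dye fluorescence / Read-out basis: % activation of max/min ratio relative to oxytocin controls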
# CHO-K1 Ca antag: M1 antagonist counterscreen hit in parental CHO-K1 cells. ATP-induced calcium, Fluo-8 fluorescence. inhibition, % at 3 µM. hit rate 0.6% among 360,000;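 active means inhibition above a per-plate cutoff, the plate's mean sample inhibition plus 3 SD, cut at about 24% in these data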;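 further: 0% = DMSO plus EC80 ATP and 100% = DMSO alone without ATP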
# CHRM1 agonist: human M1 muscarinic receptor agonists, primary screen, Fluo-8 calcium fluorescence, CHO-K1 cells, HTS; hit rate 0.33% among 360,000; CHO-K1 hM1, agonist mode; 0% DMSO, 100% acetylcholine EC100; Muscarinic acetylcholine receptor M1 (Homo sapiens), P11229; activation, % at 3 µM;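 active means activation above the run's mean compound activation plus 3 SD, cut at about 16% in these data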;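 further: peak over basal fluorescence ratio within a 140 s kinetic read after compound addition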
# CHO-K1 Ca ag: counter-screen for M1 agonists: effect in parental CHO-K1 cells. hit rate 0.48% among 360,000. activation, % at 3 µM. Fluo-8 calcium fluorescence; scaled to maximal ATP response, vehicle zero; in the data active means activation above about 15%;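 further: untransfected CHO-K1 host cells lacking M1 receptor as counterscreen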
# Active calls of the source: *; x = not tested or not shown.
SMILES,V1aR counter,TAAR1 antag,M1 PAM parental,CHO parental Ca,TAAR1 ag,OXTR potentiator,CHO-K1 Ca antag,CHRM1 agonist,CHO-K1 Ca ag
O=C(Nc1nnc(C(F)(F)F)s1)c1ccc(N2C(=O)C3C4C=CC(C4)C3C2=O)cc1 (configuration not stated),1.6,0.8,11.8,-10.0,2.2,-3.9,-17.2,-1.8,0.5
Cc1ccc(S(=O)(=O)N2CCOCC2)cc1NC(=O)c1cc(-c2ccccn2)nc2ccccc12,1.3,49.1*,-4.8,-18.4,14.5,-2.8,20.8,-0.3,5.2
Cc1ccc2c(COC(=O)c3c(C)noc3C)cc(=O)oc2c1,0.8,-5.0,-12.6,-19.8,1.3,1.7,-10.3,-0.4,1.5
Cc1ccnc(N2CCC(C(=O)Nc3ccc(Oc4ccccc4)cc3)CC2)n1,3.5,4.8,8.2,1.8,10.3,-0.5,-4.5,-1.9,0.4
O=C(Nc1cc(C(=O)N2CCCC2)ccc1N1CCCC1)C1CC1,-0.5,13.0,6.8,-10.6,-0.9,-14.8,10.5,-5.2,0.3
CCOC(=O)Cn1nnnc1C,0.8,-14.9,-0.5,-8.0,1.2,-3.9,-3.9,-4.0,-0.2
COc1cc2c(cc1OC)C(c1ccncc1)CC(=O)N2 (configuration not stated),0.5,6.5,10.6,-10.6,-0.1,-0.5,-6.9,-2.0,0.7
O=C(O)c1cccnc1Sc1ccc(Cl)cc1,0.6,-1.0,-9.2,7.1,9.3,1.5,10.5,-1.2,-0.1
O=C(CCSc1nnc(-c2ccco2)o1)Nc1ccc(F)cc1,3.4,-21.4,22.9,-11.4,5.0,-10.2,-10.8,-0.3,6.5
O=C1CN(C(=O)COC(=O)C23CC4CC(CC(O)(C4)C2)C3)c2ccccc2N1,0.6,0.7,9.0,4.5,4.7,-9.6,-2.9,-1.3,0.2
CC(C)CCn1c(SCC(N)=O)nc2c1c(=O)n(C)c(=O)n2C,0.3,-10.8,7.5,-8.5,0.8,-2.4,-3.2,-1.5,0.0
c1cnc(Oc2ccc(-c3nnco3)cc2)cn1,0.4,6.9,19.9,-11.9,1.8,-18.2,-11.4,-3.5,0.9
COc1ccc(C2CC(c3cccc(F)c3)=NN2c2ccc(S(N)(=O)=O)cc2)cc1 (configuration not stated),x,19.5,14.4,-9.2,5.0,x,-5.6,0.3,0.6
O=C(/C=C/c1ccnc2ccccc12)c1cccs1,0.0,20.4,21.2,-40.6,1.4,-0.9,-11.9,-10.1,1.9
CC(OC(=O)c1ccccc1O)C(=O)Nc1cccc(Cl)c1 (configuration not stated),-0.8,8.4,11.6,1.2,3.7,-5.6,-11.8,-4.4,6.4
Cc1ccc2nc(NC(=O)CN3CCN(c4ccccn4)CC3)sc2c1,2.9,0.0,-7.6,-12.7,1.8,-11.9,15.7,-3.5,3.2
CN(C)S(=O)(=O)c1ccc(N2CCCC2)c(C(=O)Nc2nccs2)c1,1.1,8.0,3.7,-15.2,5.5,-6.2,12.5,-8.1,0.2
O=C(NCCC1CCCC1)C1CCC(=O)N(CCCN2CCCC2=O)C1 (configuration not stated),0.8,1.4,15.1,-8.1,0.4,-3.0,-1.5,-4.1,1.0
Cc1ccc(/C=N/Nc2nc3ccccc3[nH]2)s1,-1.5,8.8,23.3,-12.2,2.0,-7.1,-6.4,-8.0,-0.3
CCOC(=O)CSc1nnc(CNC(=O)c2cccc(C)c2)n1-c1ccccc1OC,0.6,3.8,16.8,-16.1,6.3,0.8,-8.3,-3.3,-0.2
C/C(=N\Nc1cccc(C(=O)O)c1)c1ccc(Cl)s1,2.1,12.9,-10.9,4.0,-1.2,-12.8,-3.4,-5.6,0.1
O=C(Nc1ncc(Br)s1)C1CCCN1S(=O)(=O)c1cccc2cccnc12 (configuration not stated),0.2,-6.2,30.1,-0.1,1.7,-8.6,-17.5,-4.0,0.6
COCCOC(=O)C(C#N)c1nc2ccccc2nc1N1CCN(Cc2ccccc2)CC1 (configuration not stated),-1.0,x,17.6,-0.2,x,-3.5,-10.7,-9.0,1.1
O=S(=O)(N/N=C/c1c(F)cccc1Cl)c1ccccc1,1.4,-8.4,28.3,-6.7,3.1,-2.5,-12.6,0.0,0.8
Cc1ccc(-c2noc(COC(=O)c3ccco3)n2)cc1,0.6,-2.1,8.3,-9.1,2.3,-2.0,0.3,-4.6,0.3
O=C(CCCN1C(=O)/C(=C\c2ccco2)SC1=S)Nc1ccc(O)cc1C(=O)O,2.6,-46.5,-11.1,0.2,10.3,2.3,10.2,2.1,-0.6
CN(CC(=O)Nc1ccccc1C(F)(F)F)C(=O)Cc1ccc(S(=O)(=O)N2CCOCC2)s1,1.0,-17.9,9.0,-25.7,1.9,-7.7,1.9,-3.3,1.3
COc1cc(-c2nc(CN3CCN(CC(C)C)C(=O)[C@@H]3C)c(C)o2)ccc1F,-0.8,-14.9,14.2,-15.6,1.1,-11.5,6.2,-6.9,-1.0
COC(=O)[C@H](CC(C)C)NC(=O)CCc1nnc(COc2ccccc2)o1,1.5,5.6,5.2,-10.8,6.4,2.1,4.3,-7.5,-0.1
O=C(N=C1SC2CS(=O)(=O)CC2N1c1ccccc1)c1ccccc1 (configuration not stated),1.4,16.6,11.4,-7.1,2.4,-6.2,-15.9,0.2,2.2
CC(=O)NC(c1ccccc1)c1nc(-c2ccc(S(C)(=O)=O)cc2)cs1 (configuration not stated),x,1.7,11.9,x,1.7,x,-5.3,-0.9,0.9
CC(C)[C@H](NS(=O)(=O)c1ccccc1)C(=O)Nc1nccs1,0.5,-12.3,19.9,-11.9,1.0,2.2,-8.5,-2.4,0.8
COc1cccc(N(CC(=O)NCCSCc2ccc(Cl)cc2)S(C)(=O)=O)c1,6.5,2.0,15.3,-10.4,4.5,-19.3,-10.7,-3.0,4.0
O=C(NCCc1c[nH]c2ccccc12)c1[nH]c(C(F)(F)F)nc1-c1ccccc1,x,-4.7,-9.3,x,14.6,x,6.0,0.7,2.0
Brc1cc2c(cc1/C=N/Nc1nc(N3CCOCC3)nc(N3CCOCC3)n1)OCO2,0.7,-5.5,24.9,-9.4,-0.4,-3.3,-5.0,-1.3,-0.2
CCOc1ccc(NC(=O)COC(=O)C2CC2C)cc1 (configuration not stated),1.1,-26.4,19.2,-12.2,1.1,-5.5,-9.8,-1.4,0.0
O=C(c1ccccc1)C1CCN(C(=O)C2CCC(=O)N(Cc3cccc(F)c3)C2)CC1 (configuration not stated),x,-4.5,25.5,x,-0.3,x,-18.3,-1.9,3.6
CCN1/C(=C2\SC(=S)N(Cc3ccccc3)C2=O)Sc2ccccc21,0.8,1.5,26.8,-19.7,36.7,3.2,-6.8,-8.5,0.1
COc1ccc([N+](=O)[O-])cc1N(CC(=O)N1CCOCC1)S(C)(=O)=O,1.3,-3.1,14.6,-15.8,1.9,-0.5,-2.8,-5.6,0.1
COc1ccc(CN(C(=O)c2cccs2)c2nccs2)cc1OC,7.0,34.2,1.2,-18.8,2.7,-14.2,-16.1,-0.5,2.9
COC(=O)N1CC(=O)N(OC)C1c1ccc(Cl)cc1Cl (configuration not stated),0.1,2.5,2.0,-7.7,6.3,-14.7,-8.2,-2.7,0.2
CC(=O)c1ccc(NC(=O)c2ccccc2Sc2ncnc3sc(C)c(C)c23)cc1,-0.8,-7.3,3.8,-8.9,3.1,-5.6,3.8,-9.5,1.5
CCN(CC)CCNC(=O)c1ccccc1N,1.3,-14.2,5.0,-22.0,2.7,-5.6,-5.0,-5.1,-0.1
COc1ccc(NC(=O)C(Br)C(C)C)cc1 (configuration not stated),-1.0,-0.3,3.1,-17.2,5.2,-4.4,-10.2,-9.8,0.1
C/C(=N\NC(=O)C(=O)Nc1cc(C)ccc1C)c1ccncc1,-0.8,-38.8,-20.4,-14.2,-0.2,-1.8,4.2,-1.9,0.3

# A few values from above.
# CCOc1ccc(NC(=O)COC(=O)C2CC2C)cc1 (configuration not stated) in CHO-K1 Ca ag is listed with 0.0
# O=C(NCCc1c[nH]c2ccccc12)c1[nH]c(C(F)(F)F)nc1-c1ccccc1 in CHRM1 agonist is listed with 0.7

# (continued)
SMILES,V1aR counter,TAAR1 antag,M1 PAM parental,CHO parental Ca,TAAR1 ag,OXTR potentiator,CHO-K1 Ca antag,CHRM1 agonist,CHO-K1 Ca ag
COc1ccc(CCNC(=O)Nc2nc(CN)cs2)cc1OC,x,-0.3,11.8,x,0.1,x,-3.8,-3.1,0.5
Cc1ccc(S(=O)(=O)/N=C(/NC(=S)Nc2cccc(C)c2)c2ccccc2)cc1,0.2,-0.2,-5.8,0.0,4.7,-10.7,12.1,-2.0,0.0
CC(=O)Nc1ccccc1C(=O)C(=O)Nc1cccc(C(=O)NCc2ccc(C)cc2)c1,0.7,9.6,x,-4.3,5.4,1.9,x,x,x
COc1ccccc1NC(=O)N1CCCC1C(=O)NC1CCCCC1 (configuration not stated),1.0,-9.4,16.0,-9.5,-0.5,7.8,-13.6,-3.3,0.4
Cc1cc(OCC(=O)O/N=C(\N)c2ccccc2)ccc1Br,-0.3,6.5,-14.8,-11.9,1.7,-8.8,21.5,-4.1,-0.3
O=C(C1CCCN1C(=O)c1cccs1)N1CCN(Cc2ccc3c(c2)OCO3)CC1 (configuration not stated),-1.2,-13.9,15.6,-14.9,9.7,-2.5,-11.4,-4.2,-0.4
CSc1ccccc1NC(=O)c1ccc(Br)o1,-2.2,-12.4,16.3,-8.6,0.0,2.2,-8.8,-5.4,-0.4
Cc1ccsc1C(=O)c1sccc1C,-0.9,-14.3,2.8,1.1,11.3,5.5,-6.5,-9.3,-0.5
COc1ccc(OCCCn2cc(/C=C3/C(=N)N4C=C(C)SC4=NC3=O)c3ccccc32)cc1,0.4,21.8,18.2,-17.7,2.1,-0.5,-4.8,-4.6,0.5
